pCIP destab: compounds decreasing mouse p/CIP protein stability. 0.01% of 290,000 active. decrease of EGFP signal, % at 10 µM. F442A p/CIP-EGFP cells, EGFP fluorescence, 16 h. Q05BA5;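 active = EGFP signal decrease of at least 30% at 10 µM or well 3 SD below plate mean, unless failing retest; inactive = the rest, including hits failing retest or dose response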; note: some compounds called inactive have numbers as strong as hits; many of its hits are not listed in these tables
M18AAP inhibitor: blocks P. falciparum M18 aspartyl aminopeptidase. recombinant PfM18AAP, H-Glu-NHMec fluorogenic cleavage. 1.2% of 290,000 active. AID 1822. inhibition, % at 7.35 µM;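 active = inhibition above the campaign mean inhibition over all tested compounds plus 3 SD, cut at about 28% in these data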;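 note: 0% = plate median of test compound wells and 100% = 2 mM ZnCl2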
GPR7 antag: antagonists of human GPR7 (neuropeptides B/W receptor 1); GPR7-expressing cells, fluorescence antagonist assay; inhibition, % at 4.4 µM; 1.1% of 290,000 active; in the data active = inhibition above about 16%, passing the limit was not always enough;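 note: cells stimulated with the agonist NPW; 0% = agonist with vehicle and 100% = vehicle without agonist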
PHOSPHO1 inh: PHOSPHO1 (human) inhibition; Q8TCT1; recombinant PHOSPHO1, absorbance phosphatase assay; inhibition, % at 13.3 µM; 1.1% of 290,000 active; AID 1565; in the data active = inhibition above about 60%
NALP1 inh: NALP1 inhibition; AID 2071; S. cerevisiae NALP1/ASC/caspase-1 growth, X-gal OD620, 72 h; inhibition, % at 10 µM; 0.61% of 280,000 active; in the data active = inhibition mostly above about 24%, no sharp cut-off; inactive = mostly below about 32%; note: some compounds called inactive have numbers as strong as hits
IDE cell inh: cellular human IDE inhibition. 0.41% of 320,000 active. inhibition, % at 5.59 µM. AID 434962. P14735. HEK cells, FAbetaB cleavage, fluorescence polarization;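 active = percent inhibition above the average of all tested compounds plus 3 SD, set per screening campaign, cut at about 16% in these data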;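 note: IDE supplied by intact live HEK cells; FP after avidin binding of uncleaved biotin substrate so inhibition keeps polarization high; 0% = DMSO wells and 100% = 60 µM reference IDE inhibitor Ii1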
Target sequence (P14735 whole entry, looked up): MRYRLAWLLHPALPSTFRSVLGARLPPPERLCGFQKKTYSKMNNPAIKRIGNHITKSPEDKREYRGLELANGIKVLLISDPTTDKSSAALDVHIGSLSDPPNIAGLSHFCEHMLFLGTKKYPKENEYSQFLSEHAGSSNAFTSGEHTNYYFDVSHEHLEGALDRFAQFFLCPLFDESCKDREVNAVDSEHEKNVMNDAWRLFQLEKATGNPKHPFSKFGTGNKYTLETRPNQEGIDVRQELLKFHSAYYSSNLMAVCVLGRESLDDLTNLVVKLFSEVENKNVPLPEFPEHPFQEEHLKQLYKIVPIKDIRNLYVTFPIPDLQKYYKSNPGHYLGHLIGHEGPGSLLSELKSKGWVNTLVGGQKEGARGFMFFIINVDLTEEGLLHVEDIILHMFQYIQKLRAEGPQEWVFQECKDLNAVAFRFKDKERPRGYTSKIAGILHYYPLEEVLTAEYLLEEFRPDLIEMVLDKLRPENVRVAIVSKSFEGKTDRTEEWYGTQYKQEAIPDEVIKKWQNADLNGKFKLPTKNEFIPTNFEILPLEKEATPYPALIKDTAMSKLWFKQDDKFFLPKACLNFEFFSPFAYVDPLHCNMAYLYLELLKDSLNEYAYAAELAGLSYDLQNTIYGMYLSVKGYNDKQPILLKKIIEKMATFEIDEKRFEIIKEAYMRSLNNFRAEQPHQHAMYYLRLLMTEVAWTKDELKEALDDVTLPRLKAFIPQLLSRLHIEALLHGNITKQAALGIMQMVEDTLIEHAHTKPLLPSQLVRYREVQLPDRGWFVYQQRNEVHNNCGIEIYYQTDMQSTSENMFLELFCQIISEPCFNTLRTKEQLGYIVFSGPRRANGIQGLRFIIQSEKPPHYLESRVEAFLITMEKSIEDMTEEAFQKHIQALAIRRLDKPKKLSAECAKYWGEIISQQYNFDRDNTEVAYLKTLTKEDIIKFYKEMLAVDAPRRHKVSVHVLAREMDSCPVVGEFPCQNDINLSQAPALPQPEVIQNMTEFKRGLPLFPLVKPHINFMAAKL
IDE act: activators of human insulin-degrading enzyme in cells; P14735; HEK cells, FAbeta-B cleavage, fluorescence polarization; 0% vehicle, 100% cell-free pure enzyme wells; activation, % at 5.96 µM; 0.073% of 340,000 active; AID 493087;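 active = activation above the mean of all tested compounds plus 3 SD, set per screening campaign, cut at about 17% in these data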
IMP-1 inhibitor: inhibitors of Pseudomonas aeruginosa IMP-1 metallo-beta-lactamase | 0.45% of 290,000 active | AID 1556 | purified IMP-1, nitrocefin hydrolysis, epi-absorbance fluorescence | inhibition, % at 5.6 µM;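 active = inhibition above the mean plus 3 SD of all compounds in the same screening run, cut at about 4.5% in these data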;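 note: 0% = IMP-1 with DMSO and 100% = DMSO wells lacking enzyme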
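Material – recombinant IMP-1 enzyme, purified · Amount – IMP-1 0.2 nM before substrate addition · Medium – HEPES buffer pH 7.1 with ZnSO4 and Brij 35 · Timing – 25 °C, 15 min preincubation, 25 min reaction · Measured by – plate fluorescence quenching by hydrolysis product, ex 480/em 530 nm · Read-out – percent enzyme inhibition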
VIM-2 inh: blocks Pseudomonas aeruginosa VIM-2 metallo-beta-lactamase. purified VIM-2, nitrocefin hydrolysis, epi-absorbance fluorescence. inhibition, % at 5.6 µM. 0.89% of 290,000 active;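 active = inhibition above the mean of all tested compounds plus 3 SD, cutoff set per screening run, cut at about 7.5% in these data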;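 note: red hydrolysis product quenches plate fluorescence so inhibitors raise well fluorescence; 0% = enzyme with DMSO and 100% = DMSO without enzyme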
* hit, by the source's call; x = no result given.

SMILES	pCIP destab	M18AAP inhibitor	GPR7 antag	PHOSPHO1 inh	NALP1 inh	IDE cell inh	IDE act	IMP-1 inhibitor	VIM-2 inh
COCCC(=O)N1CCCC(C(=O)c2ccc3c4c(cccc24)CC3)C1 (stereo not drawn)	-1	0	-8	8	24	12	-3	-2.6	3.0
O=C(c1cc([N+](=O)[O-])ccc1N1CCOCC1)N1CCCC1	1	1	-14	-9	8	2	2	-2.5	-1.7
Cc1cccc(NC2=NCC(=O)N2Cc2ccccc2)c1	-10	-1	-9	7	-21	-4	-5	8.6*	-3.5
CC1=C(C)C(O)N(Cc2ccccc2)C1=O (stereo not drawn)	-5	0	-9	29	-5	9	2	-5.3	-1.1
CCOc1ccccc1NS(=O)(=O)c1ccc(-c2cnc(C3CC3)o2)cc1	-19	-16	10	32	11	-4	7	0.3	1.4
Cc1ccc(SCCSc2nc(N)cc(=O)[nH]2)cc1	-7	-9	0	39	6	4	-16	-3.2	-0.4
Cc1nn(CC(=O)c2ccccc2Cl)c(C)c1[N+](=O)[O-]	-8	-2	1	12	19	5	5	-3.0	-0.5
Cc1ccc(C(=O)OCC(=O)NCc2cccs2)cc1	14	-4	2	1	13	8	3	1.7	-2.7
CCN(CC)S(=O)(=O)c1ccc(N/N=C(\C)c2ccc(OC)cc2O)nc1	0	15	-1	44	x	0	4	-1.8	-3.2
CC(C)(C)OC(=O)CN1C(=O)C(Sc2n[nH]c(-c3ccccc3)n2)CCc2ccccc21 (stereo not drawn)	-10	-6	-14	24	7	-3	0	-2.3	-1.6
COCCn1nnnc1C(c1ccccc1Cl)N1CCN(c2ccccc2OC)CC1 (stereo not drawn)	-8	-5	13	3	-6	x	3	-0.6	-0.4
CSc1cccc(CN2CCN(Cc3ccccc3)C(CCO)C2)c1 (stereo not drawn)	8	-6	-5	47	18	5	9	-1.8	-1.4
COc1ccc(-c2nc(N=Nc3ccc(O)cc3)n[nH]2)cc1	11	10	-1	-9	18	-6	-1	-6.1	-4.0
CC(C)Nc1nnc(SC(C)C(=O)NCc2ccc3c(c2)OCO3)s1 (stereo not drawn)	-24	-2	3	22	2	9	-4	-1.5	1.3
O=C1c2cc(Cl)ccc2OC2(CCNCC2)C12CC(c1ccc(Cl)cc1)=NO2 (stereo not drawn)	-16	x	x	34	x	1	4	x	x
CCc1cccc(NC(=O)CS(=O)Cc2nc(-c3ccc(C)cc3)oc2C)c1 (stereo not drawn)	-13	-7	-11	9	-11	1	2	-3.6	-2.4
COC(C(=O)Nc1ccc(S(=O)(=O)N2CCCCC2)cc1)c1ccccc1 (stereo not drawn)	-16	4	-1	-9	0	-4	0	-2.4	-1.9
Cn1c(=O)n(C)c2cc([N+](=O)[O-])c(N3CCN(C(=O)c4ccccc4Br)CC3)cc21	-19	-14	1	45	12	6	1	-1.3	-1.3
CNC(=O)CSc1nnc(-c2ccc(S(=O)(=O)N3CCCC3)cc2)n1-c1cccc(C)c1C	-1	-2	-6	31	-1	-4	0	-6.5	-4.2
CSc1nc2ccccc2nc1N(C)S(=O)(=O)c1ccc(C)cc1	-3	-9	-16	2	4	3	-2	-2.7	-5.6
CC(C)OC(=O)c1cccc(C(=O)Nc2cccc(NC(=O)c3cccc(C(=O)OC(C)C)n3)n2)n1	2	-9	-21	-13	1	1	-3	-2.3	-1.6
O=C(O)C1C2CCC(C2)C1C(=O)NCCCn1ccnc1 (stereo not drawn)	-31	x	x	18	18	3	5	x	x
O=C(Nc1cccnc1)c1cc(-c2ccc3c(c2)OCO3)on1	-16	4	-7	-9	7	0	5	-4.3	-4.9
CC1=C(C(=O)Nc2ccccn2)C(c2ccc(F)cc2)n2ncnc2N1 (stereo not drawn)	-6	4	9	4	41	4	4	-1.1	-3.6
CC(C)(C)C(=O)C1=C(O)C(=O)N(Cc2ccccc2)C1c1ccccc1F (stereo not drawn)	-1	6	-14	34	-4	-2	2	-3.4	-2.2
NC(=O)c1nsc(C(=O)N(Cc2ccco2)C(C(=O)NCc2ccc(F)cc2)c2ccc(O)cc2)c1N (stereo not drawn)	-5	-2	-16	24	-3	-2	-1	-2.2	-2.0
O=C(CSc1nnc(-c2ccccn2)n1Cc1ccccc1)N1CCCC1	-4	2	-8	0	33	-4	-4	-2.0	-1.0
CC1(C)C(C(=O)OCC(Cl)(Cl)Cl)N2C(=O)C(NC(=O)Cc3ccccc3)C2S1=O (stereo not drawn)	-6	17	26	35	12	2	-3	1.2	5.3
CN(CC(=O)Nc1ccc(Cl)c(Cl)c1)C(=O)C12CC3CC(CC(C3)C1)C2	-6	2	-4	-3	31	1	5	-4.2	-2.6
COCCCNC(=O)C1=CCN(S(=O)(=O)c2ccc(C)cc2)CC1	-12	15	3	20	-8	4	0	-3.5	-1.8
Cc1nn(C(C)c2n[nH]c(=S)n2-c2cccc(Cl)c2)c(C)c1[N+](=O)[O-] (stereo not drawn)	-9	22	-3	-3	4	8	-2	-3.0	-2.0
C=CCCC(=O)Nc1nc(C)c(-c2csc(Nc3cc(Cl)ccc3OC)n2)s1	2	-2	-1	99*	-16	-2	-3	6.2*	0.1
COc1ccc2cc3cc(C(=O)NCCN4CCN(c5ccccc5F)CC4)oc3nc2c1	11	-6	-15	48	-4	-4	2	-0.5	-2.5
CCOCCCNC(=O)c1cn(CC)c2ccc(S(=O)(=O)N3CCCC3)cc2c1=O	-4	1	-8	32	22	0	0	-1.7	-2.6
Cc1ccc(C)c(OCc2nc3ccccc3[nH]2)c1	-8	-2	-15	36	10	3	-6	-0.9	-0.1
COc1ccc(N2CCN(C(CNC(=O)c3ccco3)c3cccnc3)CC2)cc1 (stereo not drawn)	-22	5	-15	-5	11	-1	-1	-3.2	-1.1
COc1ccc(S(=O)Cc2ccc(C(=O)NC3CC3)o2)cc1 (stereo not drawn)	4	6	14	55	31	-2	5	1.2	0.1
COc1ccc(-n2c(Cc3cccn3C)nnc2SCC(=O)Nc2ccc(F)cc2F)cc1	4	3	-2	5	20	4	1	-1.0	-1.5
CN(C)S(=O)(=O)n1cc(/C=C(\NC(=O)c2ccccc2Cl)C(=O)NCCN2CCOCC2)c2ccccc21	-20	1	-9	65*	-14	1	-2	-3.3	-4.8
NS(=O)(=O)c1cccc(NC(=O)c2cc3ccccc3o2)c1	1	-3	4	-3	4	2	-4	-0.2	-0.7
N/C(=N\OC(=O)CCCOc1ccccc1)c1ccc(Br)cc1	-6	-8	-10	4	14	6	1	-2.9	-1.5
C=CCN(c1ccccc1)S(=O)(=O)c1ccc2c(c1)N(C(C)=O)CCO2	0	1	2	15	-3	2	2	-2.2	-2.3
COc1ccccc1NS(=O)(=O)c1cc(NC(=O)CCC(=O)c2cccs2)ccc1Cl	5	-5	-12	-7	x	0	7	-0.4	-4.3
CC(=O)Nc1nc(C)c(C(C)=O)s1	16	2	11	-3	13	2	0	-3.8	-2.2
CCCOc1ccc2c(c1)C(=NN=C(N)N)c1cc(OCCC)ccc1-2	-7	10	7	x	12	0	8	-0.7	-4.6

Part of the list above in order of SMILES length, lowest first.
SMILES	pCIP destab	M18AAP inhibitor	GPR7 antag	PHOSPHO1 inh	NALP1 inh	IDE cell inh	IDE act	IMP-1 inhibitor	VIM-2 inh
COc1ccc(S(=O)Cc2ccc(C(=O)NC3CC3)o2)cc1 (stereo not drawn)	4	6	14	55	31	-2	5	1.2	0.1
COc1ccc(N2CCN(C(CNC(=O)c3ccco3)c3cccnc3)CC2)cc1 (stereo not drawn)	-22	5	-15	-5	11	-1	-1	-3.2	-1.1
COc1ccccc1NS(=O)(=O)c1cc(NC(=O)CCC(=O)c2cccs2)ccc1Cl	5	-5	-12	-7	x	0	7	-0.4	-4.3

More entries.
SMILES	pCIP destab	M18AAP inhibitor	GPR7 antag	PHOSPHO1 inh	NALP1 inh	IDE cell inh	IDE act	IMP-1 inhibitor	VIM-2 inh
O=[N+]([O-])c1ccc(CN2CCC(Cc3ccccc3)CC2)cc1	5	-8	26*	40	5	x	3	-2.6	-2.2
Cc1cc(C)c2nc(N3CCOCC3)c(C#N)cc2c1	12	8	10	x	20	-2	3	-0.9	2.3
CCn1nc(CC(=O)Nc2ccc(-n3cnnn3)c(C)c2)c2ccccc2c1=O	2	-7	6	14	13	6	3	1.0	0.8
Cc1nc(CN2CCN(Cc3nc(C(c4ccccc4)c4ccccc4)no3)CC2)cs1	-4	-2	-9	18	4	-3	x	-0.5	-1.9
CN(C(=O)CCNC(=O)N1CC(=O)Nc2ccccc21)C1CCCCC1	1	-9	1	48	21	2	6	-1.1	0.1
CN(Cc1cccc(-n2cccn2)c1)Cc1cn(C)nc1-c1ccccc1F	-6	3	-10	37	-2	-3	2	-2.7	-0.2
CC(=O)OC(COc1ccc(F)cc1)Cn1cnc2ccccc21 (stereo not drawn)	-3	1	-7	44	13	3	2	-1.3	-0.5
c1cc2c3c(cccc3c1)NC1(CCCCCC1)N2	0	2	-11	22	48	-3	11	-2.4	-2.8
Cc1cc[n+]2n1CC(O)C2 (stereo not drawn)	-94	-5	-9	24	18	-5	x	0.0	-1.1
Cc1ccc(/C=N\n2c(-c3ccccc3)n[nH]c2=S)s1	-6	4	2	32	-2	-3	-2	-5.1	-2.8
Cc1cccc(-c2noc(CNC(=O)c3ccoc3C)n2)c1	-17	0	-6	18	12	-2	-1	-1.0	-3.4
Cc1nn(-c2ccccc2)c2sc(C(=O)OC3CCOC3=O)cc12 (stereo not drawn)	-11	-6	-13	-27	13	1	-2	4.3	3.6
COc1cccc(-c2cc(C(=O)N3CCN(Cc4ccc5c(c4)OCO5)CC3)on2)c1	-2	-1	9	28	12	-2	1	-2.6	-1.7
COc1cccc(N2CCN(C(=O)CN(c3ccc(C)cc3)S(=O)(=O)c3c(C)n[nH]c3C)CC2)c1	-16	-5	-10	6	-8	9	-2	-2.9	2.4
CN(Cc1nc(-c2cnccn2)no1)Cc1n[nH]c2c1CCCCC2	2	3	-20	2	22	5	-3	-3.7	-2.9
O=C(N/N=C1\CCCc2ccccc21)C(O)c1ccccc1 (stereo not drawn)	-98	1	-7	36	16	-5	5	-1.6	-4.6
CCN(CCCNC(=O)CCCn1c(=O)[nH]c2ccccc2c1=O)c1cccc(C)c1	-5	4	-15	14	-11	4	6	-2.6	-0.5
Cc1cc(N2C(=O)C(O)=C(C(=O)c3cc4ccccc4o3)C2c2cccc(Cl)c2)no1 (stereo not drawn)	-6	14	-2	18	17	-4	-3	-1.8	-1.5
CCOc1ccc(NC(=O)N2CCC(NC(=O)C(Cc3ccccc3OC)NC(C)=O)CC2)cc1 (stereo not drawn)	-2	0	-4	28	12	3	5	-2.0	-3.8
CC(=O)N1C(=O)C2(Nc3ccccc3N2)c2ccccc21	-16	8	0	-7	18	0	2	-1.3	-2.6
CCN(Cc1ccccc1)C(=O)CCS(=O)(=O)c1ccc2c(c1)oc(=O)n2C	-22	-14	0	12	9	4	-1	-3.5	-2.6
Cc1cnc(C(=O)OCC(=O)NC23CC4CC(CC(C4)C2)C3)cn1	3	-6	-13	-7	9	3	3	-4.2	-2.3
COc1ccc(Cc2nnc3n2N=C(c2cc4ccccc4o2)CS3)cc1OC	x	-2	-8	x	x	3	2	-3.2	-2.1
Cc1cc(C)cc(NC(=S)N=Nc2c(O)n(C)c3ccc(S(=O)(=O)N4CCOCC4)cc23)c1	5	-6	2	-4	11	4	2	0.0	-0.8
CCOC(=O)C1=C(CC)Nc2ccccc2N=C1NC(=O)Cn1cnc2ccccc2c1=O	-3	7	-10	-10	10	0	0	-5.8	-1.0
Cc1cc(-c2nn(-c3ccccc3F)cc2CNCCc2cnc[nH]2)c(C)s1	3	-6	-4	31	-12	-2	10	-2.8	-3.9

Screening data (PubChem BioAssay)
